Bioassay records as filed in PubChem.
SIRT5 block: sirtuin-5 (human) deacylase inhibition | Q9NXA8 | Purified SirT5, succinyl-peptide AMC, trypsin-coupled fluorescence | inhibition, % at 15 µM | 330,000 tested, 1.1% active | AID 652115; in the data active = inhibition above about 15%; inconclusive = no clear call, values can overlap the other calls
Target sequence (Q9NXA8 whole entry, looked up): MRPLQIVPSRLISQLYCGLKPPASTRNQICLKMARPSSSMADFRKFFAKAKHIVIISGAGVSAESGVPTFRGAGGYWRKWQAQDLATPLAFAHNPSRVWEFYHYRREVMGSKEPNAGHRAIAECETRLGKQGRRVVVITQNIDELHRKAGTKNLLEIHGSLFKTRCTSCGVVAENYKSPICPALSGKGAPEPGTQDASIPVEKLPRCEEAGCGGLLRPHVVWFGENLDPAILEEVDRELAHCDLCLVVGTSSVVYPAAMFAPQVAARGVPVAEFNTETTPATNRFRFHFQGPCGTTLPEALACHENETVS
DENV2 CPE rescue: inhibitors of DENV2 cytopathic effect; 350,000 tested, 1.7% active; CPE inhibition, % at 9.99 µM; DENV2-infected cells, cytopathic effect rescue, plate reader; in the data active = CPE inhibition above about 20%, passing the limit was not always enough; inconclusive = no clear call, values can overlap the other calls; tested in BHK-21 cells;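 note: 0% = median of neutral control wells and 100% = median of positive control wells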
CASP6 VEID inh: caspase-6 (human) enzyme inhibition; P55212; 350,000 tested, 0.53% active; inhibition, % at 12.5 µM; purified caspase-6, Z-VEID-R110 cleavage fluorescence;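 active = mean inhibition across replicates at least about 35%, with every replicate also reaching that limit, limit read from the data; inconclusive = only one of the two criteria met; inactive = neither criterion met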;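 note: 0% = median of neutral control wells and 100% = no fluorescence left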
Target sequence (P55212 24-179 limits assumed): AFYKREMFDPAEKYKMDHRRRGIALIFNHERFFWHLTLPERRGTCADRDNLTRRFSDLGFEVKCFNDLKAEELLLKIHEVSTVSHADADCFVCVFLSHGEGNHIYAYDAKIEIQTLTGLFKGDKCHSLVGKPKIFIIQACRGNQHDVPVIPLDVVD
Target sequence (P55212 194-293 limits assumed): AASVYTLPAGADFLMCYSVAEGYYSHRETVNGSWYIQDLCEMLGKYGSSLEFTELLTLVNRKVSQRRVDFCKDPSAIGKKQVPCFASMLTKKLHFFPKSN
ARNT-TACC3 inh: disrupts binding between human ARNT and TACC3 | Q9Y6A5 | AlphaScreen His-ARNT PAS-B/GST-TACC3 binding, luminescence; TACC3 fragment carries E629A point mutation | inhibition, % at 9.99 µM | 390,000 tested, 0.66% active | AID 623870;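 active = mean inhibition of replicates at least 50% and at least half of replicates each reaching 50%; inconclusive = half or more replicates reach 50% but mean below 50%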;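 note: 0% = complete ARNT plus TACC3 wells and 100% = ARNT alone without TACC3; many hits fall short of the cut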
LGR2 inh: blocks bursicon-induced cAMP signaling via Drosophila LGR2. HEK293 LGR2, CRE-luciferase, bursicon-stimulated, 4 h. inhibition, % at 9.99 µM. 380,000 tested, 0.35% active. AID 720647;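 active = drop in luminescence signal, shown as inhibition above about 50% in the replicate tests, limit read from the data, passing the limit was not always enough; inconclusive = probably only some replicates passing the limit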;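 note: agonist challenge used bursicon conditioned medium at about half maximal strength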
EWS-Fli block: blocks EWS/Fli oncoprotein-driven transcription; A673 NR0B1-luciferase reporter, viability-normalised; inhibition, % at 12.6 µM; 350,000 tested, 0.67% active;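 active = mean inhibition of at least 50% after viability correction, with every replicate also passing that limit; inconclusive = mean reaches 50% but only one of two replicates passes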;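 note: firefly luciferase signal divided by Alamar Blue viability fluorescence both relative to DMSO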
PAX8 inh HTS: inhibitors of PAX8 transcriptional activity in RMG-I cells; 360,000 tested, 1.2% active; RMG-I TPO-luciferase reporter, SteadyGlo, 24 h; inhibition, % at 12.6 µM;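 active = mean replicate inhibition at least 60% with every replicate also reaching 60%; inconclusive = only one of the two criteria is met; inactive = mean below 60% and not all replicates reaching 60%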;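 note: luciferase light reporting Pax8 driven TPO promoter activity; plate controls were median of neutral control wells for no effect and mitoxantrone controls for full effect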
The depositor's hits bear a star; ? = inconclusive; · = not tested or not shown; & = joins results of further samples; ! = not confirmed by another sample.

The line under a structure holds: SIRT5 block	DENV2 CPE rescue	CASP6 VEID inh	ARNT-TACC3 inh	LGR2 inh	EWS-Fli block	PAX8 inh HTS
- Cc1cc(C(=O)N2CCCC(N3CCN(c4ccccc4C)CC3)C2)nc(C)n1 (centres undefined)
    -0.5	-11.0	-3.3	-5.3	-7.9	·	-5.6
- O=C(O)c1ccc(-n2nnnc2SCc2cccc(Br)c2)cc1
    0.0	-2.3	3.4	-6.4	-7.7	5.3	7.7
- CCc1nc2ccc(C(=O)N3CCN(C(=O)c4ccco4)CC3)cn2c1N(C)Cc1nccn1C
    -0.8	1.7	-2.7	·	-18.0	-6.4	-10.8
- CCOC(CCNC(=O)CCC(=O)Nc1ccc2nc(N3CCN(C)CC3)cc(C)c2c1)OCC
    -7.4	5.1	-3.4	-7.5	11.8	17.2	7.6
- COc1ccc(OC)c(NC(=O)c2nc3ccccc3s2)c1
    0.7	-1.4	1.7	-2.6	-30.4	-14.4	-26.1
- CCN1CCN(c2ccc(S(=O)(=O)N3CCOCC3)cc2NC(=O)C(C)Oc2ccc(F)cc2)CC1 (centres undefined)
    -0.6	-4.3	0.5	·	1.8	9.4	5.8
- Cc1noc(C)c1NC(=O)N(C)C[C@H]1Oc2ncc(C#CC3CC3)cc2C(=O)N([C@H](C)CO)C[C@@H]1C
    -3.5	8.5	0.6	-6.1	10.6	-8.4	·
- Cc1cc(C(=O)COC(=O)c2cccc(S(=O)(=O)N(C)C)c2)c(C)n1CC1CCCO1 (centres undefined)
    -1.3	10.2	1.4	0.7	-33.6	-3.1	-180.0
- CN(Cc1ccccc1)c1ncnc2c1cnn2-c1ccccc1
    -8.2	-5.2	5.4	-2.7	-126.7	-61.8	·
- CN(CC(=O)Nc1ccccc1Br)C(=O)c1n[nH]c2ccccc12
    -1.5	-0.5	1.7	-13.8	2.7	13.3	26.8
- O=C(COC(=O)c1cnccn1)NCc1ccc(Cl)cc1
    -3.2	-3.8	-2.5	6.5	-9.7	-4.0	-9.1
- O=C(CCCCCCN1C(=O)c2ccccc2C1=O)N1CCC(c2ccccc2)C1 (centres undefined)
    -0.8	·	-0.1	·	15.7	·	·
- Nc1ccn([C@@H]2O[C@H](CNCc3cnc(N4CCOCC4)s3)[C@@H](O)[C@H]2O)c(=O)n1
    0.5	9.0	1.7	·	-19.4	-3.7	-7.2
- COc1cccc(NC(=O)N[C@H]2CC[C@H](CC(=O)NCc3ccccn3)O[C@H]2CO)c1
    -3.9	11.4	-1.3	·	18.0	-64.9	-8.9
- CCCNC(=O)Cn1cnc([N+](=O)[O-])n1
    -1.1	-0.4	1.4	3.5	-7.6	-31.2	-5.6
- COc1ccc(CCN(CC(=O)NC2CCCC2)C(=O)Cn2nnc(-c3ccc(C)o3)n2)cc1OC
    0.0	0.6	-0.6	-3.4	14.0	0.6	2.4
- COc1cccc(C2NC(=S)N(Cc3ccc(F)cc3)C(C)=C2C(C)=O)c1 (centres undefined)
    -0.7	-4.4	-2.3	·	0.5	3.8	-6.2
- N#C[C@H]1[C@@H](c2ccc(-c3ccccc3)cc2)[C@H](CO)N1C(=O)Cc1ccccc1
    -1.2	15.3	-2.5	5.6	0.8	-1.0	6.7
- C[C@@H]1CN([C@H](C)CO)C(=O)c2cc(-c3ccc(C(=O)N(C)C)cc3)cnc2O[C@@H]1CN(C)C(=O)c1ccncc1
    -1.9	4.7	-1.9	3.4	-1.6	-5.0	-18.9
- COc1ccc(Br)cc1/C=N/NC(=O)c1cc(OC)c(OC)c(OC)c1
    ·	·	·	-0.3	8.4	·	14.6
- O=C(NCC[C@@H]1CC[C@@H](NS(=O)(=O)c2cccc(Cl)c2)[C@@H](CO)O1)c1cnccn1
    4.0	-5.4	-9.0	-2.0	-10.8	6.3	0.6
- CCOC(=O)CNC(=O)CSc1nc(-c2ccc(OC)cc2)ns1
    -3.3	-1.5	0.0	-7.8	4.1	-12.8	-0.3
- Cc1cc(NC(=O)Nc2cccc(Cl)c2)n(-c2ccccc2)n1
    2.0	-2.3	0.4	5.3	23.6	9.5	9.6
- CC(=O)NCCC(=O)Nc1cc(S(=O)(=O)N2CCCCC2)ccc1N1CCN(C)CC1
    -2.8	30.6*	-5.9	6.8	-13.3	-7.2	-1.1
- Cc1cccc(N2N=C(C(=O)N3Cc4ccccc4CC3C(N)=O)CCC2=O)c1 (centres undefined)
    -2.0	12.4	10.1	-2.5	16.5	3.2	8.6
- CCCNC(=O)Nc1ccc2c(c1)OC[C@@H](C)N(C(=O)C1CCC1)C[C@H](C)[C@@H](OC)CN(C)C2=O
    -0.1	-9.8	0.1	-2.2	1.2	-1.4	12.6
- CCNS(=O)(=O)c1ccc(Br)c(OC)c1
    0.6	-3.6	0.6	-23.2	-2.0	0.9	·
- O=C(Nc1ccccc1)c1c(F)cccc1F
    -2.8	-2.3	-0.5	1.1	9.2	-31.7	·
- C[C@H]1CN([C@@H](C)CO)C(=O)c2cccc(NC(=O)c3ccc(-c4nccs4)cc3)c2O[C@H]1CN(C)Cc1ccc(C(=O)Nc2ccccc2N)cc1
    1.0	-1.7	-1.1	5.6	-18.7	-18.4	·
- Cc1cccc(N2C(=O)CN(Cc3ccccc3)C2=S)c1
    0.4	1.3	-1.3	2.8	1.9	13.1	4.5
- CC1(C)CC(NC(=O)c2cccc(Cl)c2)CC(C)(C)N1
    -2.0	18.5	0.7	-2.7	1.3	5.2	-2.3
- CC(C)C(=O)Nc1nnc(-c2ccco2)s1
    -0.5	-3.3	-0.3	·	·	-41.9	-22.2
- CC(=O)Nc1cc(-c2ccc(N(C)C)cc2)cn2c(-c3ccc(F)cc3)cnc12
    ·	?	0.4	·	-28.1	-29.2	5.6
- C[C@H](CO)N1C[C@H](C)[C@@H](CN(C)Cc2ccncc2)OCCCC[C@H](C)Oc2ccc(NC(=O)C3CCCCC3)cc2C1=O
    ·	·	·	·	14.5	-1.8	12.6
- O=C(CNc1ccc(Br)cc1)Nc1cccc(S(=O)(=O)N2CCCC2)c1
    -3.6	-6.0	1.0	-1.1	-16.4	16.1	-8.4
- CCC(=O)N(CCc1ccccc1)Cc1cc2cc(OC)ccc2[nH]c1=O
    0.9	-1.5	-0.9	26.5	-1.2	4.4	6.4
- O=C1Cc2ccccc2C(=O)N1c1ccccc1
    -1.4	?	26.5	·	-1.7	-8.4	10.2
- Cc1ccc(-c2noc(-c3ccccc3F)n2)cc1
    -0.2	5.0	0.7	5.1	-13.7	4.4	-65.1
- CCOc1cc(Cl)c(NC(=O)CC)cc1OCC
    ·	·	·	-0.2	-9.0	·	17.3
- CC(C)[C@@H]1COCc2cn(nn2)CC[C@H](C)C(=O)N1
    3.3	-3.1	4.4	·	-14.1	2.1	-8.9
- O=C(Nc1ccncc1)c1cccc(S(=O)(=O)N2CCCC2)c1
    -6.0	0.2	3.4	-0.2	2.4	7.1	7.3
- COc1ccc(CNC(=O)COC(=O)Cc2ccc(Cl)cc2Cl)cc1
    -2.5	3.2	-1.3	·	24.6	-11.4	-1.8
- CCOc1ccccc1N(CC(=O)Nc1ccccc1)S(=O)(=O)c1ccccc1
    0.6	-2.8	1.9	-4.2	2.5	9.9	33.3
- CC(C)NC(=O)N(C)C[C@H]1OCc2cnnn2CCCC(=O)N([C@H](C)CO)C[C@@H]1C
    -1.9&0.9&-3.2	91.8*!	-0.8&-1.5&-1.7	-12.8&-6.2	-14.7&7.4	-3.2&-0.8&-6.5	8.1&-12.5
- Cc1ccccc1-c1nc2sc(C)c(C)c2c(=O)o1
    2.7	0.6	2.4	-5.7	·	-6.6	4.5
- O=C(N/N=C\c1ccncc1)c1ccc(Br)s1
    -1.3	10.7	-3.2	·	-18.4	·	-3.3
- Nc1ccc(C2(c3ccc(N)cc3)OC(=O)c3ccccc32)cc1
    5.6	10.0	-0.1	-1.5	7.8	12.4	22.0
- Cc1ccc(S(=O)(=O)N2CCN(C(=O)CCn3nc(C)c(C)c3C)CC2)cc1
    -1.4	3.3	-0.2	-0.8	-2.2	-0.9	-11.5
- O=C(O)/C=C\C(=O)O
    -0.4	-8.8	5.4	-5.5	·	-5.3	-11.5
- CN=C1S/C(=C\c2ccc(N3CCOCC3)cc2C)C(=O)N1C
    ·	·	·	-4.9	-8.1	·	-14.0

(further entries)
The line under a structure holds: SIRT5 block	DENV2 CPE rescue	CASP6 VEID inh	ARNT-TACC3 inh	LGR2 inh	EWS-Fli block	PAX8 inh HTS
- OCc1cc(C(O)CNCCCCCCOCCCCc2ccccc2)ccc1O (centres undefined)
    -3.1	-3.1	3.3	-0.9	0.9	18.2	14.3
- COCC#Cc1cnc2c(c1)C(=O)N([C@H](C)CO)C[C@H](C)[C@H](CN(C)C(=O)c1ccc(F)cc1)O2
    -8.4	-7.5	0.8	-14.0	21.4	-8.5	·
- CC(=O)Nc1ccc(S(=O)(=O)Nc2cccc3[nH]ncc23)cc1
    -1.4	-0.2	1.3	-4.8	·	-7.3	-2.2
- CCOC(=O)CC(=O)CSc1nc2c(c(-c3cccs3)c1C#N)CCC2
    ·	·	·	-8.3	-9.2	·	-6.8
- Cc1cccc(C)c1NC(=O)C(c1ccccc1)n1c(=O)c(-c2cc3ccccc3[nH]2)nc2ccccc21 (centres undefined)
    -2.4	-4.1	-0.5	·	-11.4	-2.8	4.6
- CC(=O)c1cccc(NC(=O)N2C3CCC2CC(NC(=O)Nc2ccccc2)C3)c1 (centres undefined)
    -4.1	-1.9	-0.7	3.7	-7.0	-4.1	8.8
- Cc1nc(NCCc2cnc[nH]2)c2oc3ccccc3c2n1
    4.1	4.4	-1.4	6.9	5.5	-6.7	·
- COc1ccc(Br)cc1CNC(=O)CCC(=O)N1CCSc2ccccc21
    2.6	15.8	0.1	-4.2	16.1	4.6	18.6
- CCCCn1c(/N=C/c2ccc3c(c2)OCO3)nc2ccccc21
    1.1	0.1	·	-0.9	6.0	13.8	·
- CN(CCNC(=O)c1ccc(/C=N/O)nc1)Cc1ccccc1
    -3.8	?	-5.6	22.4	1.2	-2.1	5.8
- COc1ccc(CNC(=O)COC(=O)c2ccc(Br)o2)cc1
    -0.8	?	1.1	·	0.7	-10.2	-2.4
- O=C(CN1CCN(S(=O)(=O)c2cccc(Cl)c2)CC1)NCC1(N2CCOCC2)CCCCC1
    -2.7	7.6	-4.1	0.6	-1.3	6.4	0.7
- COCCNC(=O)c1n[nH]c2ccccc12
    1.8	-1.2	·	-1.7	-7.5	-24.9	-31.7
- Cc1ccccc1C(=O)Nc1ccc(C(=O)N/N=C/c2ccccn2)cc1
    1.8	1.9	-3.0	19.2	-10.8	4.0	-3.0
- CN1C(=O)c2cc(NC(=O)c3ccc(F)c(F)c3)ccc2OC[C@@H]2O[C@@H](CC(=O)N[C@H]3CCN(Cc4ccccc4)C3)CC[C@H]21
    1.3	-2.3	-5.4	4.9	-8.4	-1.7	3.8
- COc1cc(OC)cc(C(=O)NCCCn2ccnc2)c1
    1.5	1.5	-10.2	-0.8	8.7	0.7	28.6
- Cc1ccc(S(=O)(=O)N(Cc2ccc([N+](=O)[O-])cc2)C(=O)N2CCN(C)CC2)cc1
    -3.1	-4.7	-2.4	-2.8	-14.7	0.6	-12.2

The order is random. Share with any hit: about 4.9%.
